NFkB transloc inh – blocks IL-1B driven NFkB nuclear translocation in HUVEC cells; HUVEC IL-1B NFkB p65 nuclear translocation imaging; inhibition, % at 2 µM; 94,000 compounds, 0.43% hits;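 active = inhibition above about 30% together with a positive call from visual inspection of the well image, limit read from the data; inconclusive = inhibition above a set limit but visual check negative; inactive = inhibition not above a set limit, visual check negative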;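 note: nuclear over cytoplasmic p65 intensity ratio measured by imaging; 0% = IL-1B stimulated DMSO wells and 100% = unstimulated DMSO wells; values of inactives mirror those of a sister screen read the other way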
PLAP inhibition – inhibition of human placental alkaline phosphatase – biochemical, luminescence, HTS (AID 690); purified PLAP, luminescent substrate; higher % means a stronger effect; inhibition, % at 20 µM; hits with a dose series show IC50 in µM; 96,000 compounds, 0.08% hits; in the data active = a potency from the dose series; inactive = the rest, 99 in 100 with inhibition below about 30%; note: strong numbers were not always called active
MRP resist rev – reverses drug resistance mediated by MRP. H69AR cells + 2 uM doxorubicin, CellTiter-Glo, 72 h. differential viability (reversal), % at 10 µM. 85,000 compounds, 0.04% hits;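 active = viability drop by adding the cancer drug above about 55%, with treated viability meeting a 40% cutoff, limit read from the data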;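 note: viability without doxorubicin minus viability with 2 µM doxorubicin for each compound; larger differential means the compound sensitizes cells more to doxorubicin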
NFkB transloc pot – enhances IL-1B driven NFkB nuclear translocation; HUVEC IL-1B NFkB p65 nuclear translocation imaging; activation, % at 2 µM; 94,000 compounds, 0.3% hits; AID 819;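 active = activation above 40%, about the mean plus 3 SD, also judged a hit on visual image review; inconclusive = activation above 40% but not a hit on visual review; inactive = activation not above 40% and no visual hit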;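 note: percent activation is computed from the nuclear over cytoplasmic p65 intensity ratio; values of inactives mirror those of a sister screen read the other way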
Bcl-B TR3 displacers – displacers of TR3 peptide from Bcl-B, primary screen, selectivity assay for Bfl-1 inhibitor project, biochemical, fluorescence polarization; FP displacement of FITC-TR3 peptide from Bcl-B; higher % means a stronger effect; displacement, % at 20 µM; hits with a dose series show IC50 in µM; 96,000 compounds, 0.11% hits; AID 748;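 active = displacement above 50% at 20 µM plus a fluorescence interference ratio under 1.5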;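 note: plate controls were wells without compound for no effect and wells lacking Bcl-B protein for full effect; a part of the inactive calls stands beside numbers as strong as those of hits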
MRP resist rev cytotoxicity – further read-out of MRP resist rev, marked with its call; viability, %; H69AR cells, CellTiter-Glo, 72 h; measured here: cytotoxicity without doxorubicin
MRP resist rev with doxorubicin – second read-out of MRP resist rev, no call of its own (marks repeat the call); viability, %; measured here: viability with 2 uM doxorubicin; active compounds read low
NFkB transloc inh cell count 2 µM – recorded beside NFkB transloc inh, whose call it bears; cell count; measured here: cells passing quality filter;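 raw number of nuclei counted in each imaged well without normalization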
NFkB transloc pot cell count 2 µM – second read-out of NFkB transloc pot, no call of its own (marks repeat the call); cell count; measured here: cells passing quality filter
Starred values were filed as active, the others as inactive; ? = inconclusive; · = no result given. Not all compounds are listed, so the mix of outcomes need not match the whole.

molecule	NFkB transloc inh	NFkB transloc inh cell count 2 µM	PLAP inhibition	MRP resist rev	MRP resist rev cytotoxicity	MRP resist rev with doxorubicin	NFkB transloc pot	NFkB transloc pot cell count 2 µM	Bcl-B TR3 displacers
CC(C)(CO)NS(=O)(=O)c1ccc2c(c1)oc(=O)c1cc(S(=O)(=O)NC(C)(C)CO)ccc12	-7.8	169	-8.9%	-2.0	82.5	84.5	7.8	169	-10.4%
CC1CCN(C(=O)c2ccc(-n3cnnn3)cc2)CC1	-2.5	92	·	-15.1	85.8	100.8	2.5	92	·
Cc1ccc(C)c(-n2c(CNc3ccc(F)cc3)nnc2SCC(N)=O)c1	-7.4	96	-8.8%	-17.6	81.4	99.0	7.4	96	-0.8%
Nc1ccc2oc(CCc3ccccc3)nc2c1	-3.0	123	4.8%	-21.6	78.1	99.7	3.0	123	-5.5%
CC(NC(=O)C1CCC(CNc2c(N3CCOCC3)c(=O)c2=O)CC1)c1ccccc1 (stereo unspecified)	2.3	144	2.4%	14.1	98.8	84.8	-2.3	144	6.2%
C/C(=C\C(=O)c1ccc(Br)cc1)NCc1ccccc1	-25.6	171	29.9%	-0.6	91.6	92.2	25.6	171	-3.2%
CC(C)(C)c1ccc(-c2n[nH]c(=S)n2C2CCCC2)cc1	6.7	160	-13.1%	-8.5	58.3	66.8	-6.7	160	-3.3%
Cc1ccc(Sc2nnc(Cc3ccccc3)c3ccccc23)cc1	-3.0	122	7.9%	·	·	·	3.0	122	6.6%
CCC(C)(C)n1nnnc1C(c1ccc(O)c(OC)c1)N1CCN(c2nc3ccccc3s2)CC1 (stereo unspecified)	·	·	-60.9%	-3.3	14.1	17.4	·	·	-1.5%
Cc1ccc(CNC(=O)Nc2cccs2)cc1	·	·	1.5%	2.0	106.1	104.1	·	·	-1.6%
CC(C)OC(=O)c1nnc(-c2ccccc2)nc1OC(C)C	-16.8	137	-9.9%	·	·	·	16.8	137	0.4%
CCCCN1C(=O)Cc2c1nc(N)c1c(N)nc(N(CCC)CCC)c(C#N)c21	-10.9	119	-4.3%	·	·	·	10.9	119	3.0%
Cc1c(-c2nc(N)nc(Nc3ccc(F)cc3)n2)oc2ccccc12	11.9	105	0.0%	-37.0	21.4	58.4	-11.9	105	3.6%
COc1ccccc1N(CC(=O)NCCc1ccccc1)S(C)(=O)=O	-1.9	117	5.0%	-12.0	80.6	92.6	1.9	117	7.9%
Cc1ccc(NC(=O)C2CCCN(S(=O)(=O)c3cnc[nH]3)C2)cc1F (stereo unspecified)	-3.8	63	-33.1%	23.6	93.7	70.1	3.8	63	-1.9%
CN=C1c2cc3cc(OC)ccc3n2CCN1C	-3.9	155	·	-6.8	83.2	90.0	3.9	155	·
CCCCCn1c(SCC(=O)OC)nc2c1c(=O)[nH]c(=O)n2C	7.0	143	11.9%	9.8	98.0	88.2	-7.0	143	-10.5%
O=c1cc(-c2ccccc2F)oc2ccccc12	-12.4	123	·	10.1	96.8	86.7	12.4	123	·
Cc1ccc(C(=O)Nc2ccc3c(c2)OCO3)cc1	-3.7	140	14.9%	·	·	·	3.7	140	-5.2%
O=C(c1cc2nc(-c3ccco3)cc(C(F)(F)F)n2n1)N1CCN(Cc2ccccc2)CC1	-8.8	78	-80.8%	27.3	106.0	78.7	8.8	78	-3.0%
O=C(Nc1ccc2nn(-c3ccccc3)nc2c1)c1ccc(Br)o1	·	·	11.6%	-16.4	29.6	45.9	·	·	-23.8%
CCC1(C)C2(C#N)C(N)=NC(OC)(OC)C12C#N (stereo unspecified)	-3.4	199	-1.0%	-20.6	82.1	102.7	3.4	199	10.4%
CCn1c(=N)n(CCO)c2ccccc21	·	·	15.3%	-6.3	98.1	104.4	·	·	-1.5%
Cc1cccc(C)c1OCCCCCNCCO	·	·	-32.0%	4.7	79.8	75.1	·	·	1.0%
CC(C)CCNC(=O)CC1Nc2c3ccccc3nc(=S)n2C1=O (stereo unspecified)	-21.0	147	15.7%	0.5	99.7	99.2	21.0	147	-8.0%
O=C(Nc1nnc(-c2ccccc2SCc2ccccc2F)s1)Nc1ccccc1F	8.2	129	2.4%	-7.3	15.9	23.2	-8.2	129	2.8%
CC(O)CN(Cc1ccc(Cl)cc1)CC(C)O (stereo unspecified)	0.1	159	-11.3%	3.0	99.6	96.6	-0.1	159	5.2%
Cc1cc(C)c2ccc(NN)nc2c1O	1.4	162	-95.6%	-20.1	40.1	60.2	-1.4	162	14.6%
O=C(CCCNS(=O)(=O)c1cccc2nsnc12)NC1CCCCC1	7.2	190	1.6%	20.4	108.1	87.7	-7.2	190	9.8%
Cc1ccc(NC(=O)c2sc3ccccc3c2Cl)nc1	6.7	137	14.5%	·	·	·	-6.7	137	-0.7%
CN(c1ccccc1)S(=O)(=O)c1ccc(C(=O)OCC(=O)N2CCOCC2)cc1	-13.0	109	-7.9%	-8.3	88.9	97.2	13.0	109	2.0%
O=C(NCc1ccc2c(c1)OCO2)c1ccc(CS(=O)(=O)c2ccc(Br)cc2)o1	·	·	11.6%	23.5	97.6	74.1	·	·	-6.8%
O=C(NC(=S)N(CCCCO)C1CCCCC1)c1sc2ccccc2c1Cl	2.9	117	-38.5%	·	·	·	-2.9	117	1.5%
CCOc1ccccc1Nc1ncccc1C(=O)O	6.8	154	8.3%	·	·	·	-6.8	154	0.1%
O=C(NCc1ccccc1)C1CC2CCCC(C1)C2=O (stereo unspecified)	-4.6	112	10.8%	15.7	98.0	82.3	4.6	112	-10.3%
O=C(CCc1nc(-c2ccccc2)c(-c2ccccc2)o1)OCc1ccc(Br)cc1	6.3	159	-0.6%	16.3	90.8	74.5	-6.3	159	-32.2%
CN(C)/C=C(/C(=O)c1ccc(Cl)cc1Cl)S(=O)(=O)c1ccccc1	-17.5	150	-7.5%	·	·	·	17.5	150	3.7%
O=C(Nc1ccccc1)OC(CN1CCCCC1)C(F)(F)F (stereo unspecified)	2.0	192	13.5%	·	·	·	-2.0	192	-1.6%
O=C(NCCCCc1ccccc1)C1CC(c2cccc([N+](=O)[O-])c2)=NO1 (stereo unspecified)	-3.5	190	21.7%	·	·	·	3.5	190	1.4%
O=C(Nc1cccc(C(F)(F)F)c1)c1n[nH]c(Cn2cncn2)n1	-2.8	146	4.7%	·	·	·	2.8	146	-2.4%
Cc1ccc(C(=O)Nc2nccs2)cc1S(=O)(=O)N1CCCCC1	-20.4	126	-5.9%	-2.1	99.5	101.6	20.4	126	8.9%
CCCNS(=O)(=O)c1ccc(CCC(=O)N2CCOCC2)cc1	-22.4	203	4.2%	10.5	93.3	82.8	22.4	203	1.7%
Cc1cccc(NC(=S)N/C(=N/S(=O)(=O)c2ccccc2)c2ccccc2)c1	-43.9	178	20.9%	·	·	·	?	·	-4.8%
CCn1c(C)c(C(C)=O)c(N2CCN(c3ccccc3)CC2)nc1=S	8.8	143	-3.4%	28.0	110.8	82.8	-8.8	143	-5.2%
O=C(O)CCCCCN1C(=O)CSC1=S	-16.1	193	-7.3%	-3.0	85.0	88.0	16.1	193	-29.4%
CCOC(=O)c1c(NC(=O)CN2CCCCC2)sc2c1CCN(C(=O)OCC)C2	·	·	-45.1%	7.2	70.6	63.4	·	·	-21.6%
CCOC(=O)c1cnn(-c2ccccc2)c1NC(=O)C(F)(F)C(F)(F)C(F)(F)F	-6.8	162	-24.1%	·	·	·	6.8	162	-12.5%
CCOc1ccc(C(c2c(C)[nH][nH]c2=O)c2c(C)[nH][nH]c2=O)cc1OC	0.1	153	-59.7%	·	·	·	-0.1	153	8.5%
O=C(NC(=O)N1CCN(c2ccc(F)cc2)CC1)c1ccccc1	-6.7	204	-18.4%	5.0	95.2	90.1	6.7	204	0.1%
COc1cc(S(=O)(=O)N(C)C)ccc1Br	-3.1	76	8.2%	11.6	93.4	81.8	3.1	76	-0.3%

More entries follow.
molecule	NFkB transloc inh	NFkB transloc inh cell count 2 µM	PLAP inhibition	MRP resist rev	MRP resist rev cytotoxicity	MRP resist rev with doxorubicin	NFkB transloc pot	NFkB transloc pot cell count 2 µM	Bcl-B TR3 displacers
CCOC(=O)Nc1ccc(S(=O)(=O)Nn2cnnc2)cc1	25.1	72	0.5%	-12.6	92.3	104.9	-25.1	72	2.0%
CCN(CC)C(=O)CSc1nnc(-c2ccccc2)n1N	-15.5	125	2.5%	2.0	94.5	92.5	15.5	125	-9.8%
CCc1ccc(CNC(=O)C2CC(=O)N(CCc3ccc(C)cc3)C2)cc1 (stereo unspecified)	-2.4	183	-49.6%	2.0	99.5	97.6	2.4	183	-18.4%
O=C1CSC(c2nn(-c3ccccc3)cc2-c2cc3ccccc3oc2=O)N1Cc1ccco1 (stereo unspecified)	-6.7	165	-39.0%	-15.4	41.2	56.5	6.7	165	3.1%
CCN(CC)C(=O)c1sc(N)c(C#N)c1C	0.9	97	1.4%	-2.9	97.7	100.6	-0.9	97	2.2%
CCOC(=O)c1nnn(-c2nonc2N)c1CN1CCc2ccccc2C1	1.9	161	9.3%	2.0	81.0	79.0	-1.9	161	-0.5%
CC1CCN(C(=O)c2ccc(NS(C)(=O)=O)cc2)CC1	-6.0	149	1.7%	-15.3	79.9	95.2	6.0	149	-2.0%
Cc1cc(C(=O)Nc2cccnc2)cs1	-17.4	176	25.7%	-3.7	88.7	92.3	17.4	176	-1.7%
COc1cc(NC(=O)c2ccc3c(c2)OCO3)ccc1NC(=O)C(C)C	8.0	106	22.9%	-13.3	72.5	85.8	-8.0	106	8.0%
CN(CC(=O)NCc1cccs1)S(=O)(=O)c1cccc2nsnc12	6.7	107	-4.7%	8.9	92.9	83.9	-6.7	107	1.9%
CCSc1ncnc2c(C#N)c3n(c12)CCCCC3	-4.0	115	3.5%	-6.8	59.8	66.7	4.0	115	3.4%
COc1ccccc1N1CCN(CC(O)COc2ccc3c(c2)CCC3)CC1 (stereo unspecified)	2.0	154	-41.4%	0.8	74.4	73.6	-2.0	154	-3.1%
Nc1c(C(=O)NCc2ccccc2)nnn1Cc1cccc(Cl)c1	2.9	154	32.3%	-21.3	26.7	48.0	-2.9	154	-13.2%
CCOC(=O)C(Oc1ccc(=O)n(-c2ccccc2)n1)C(C)=O (stereo unspecified)	4.5	207	-7.0%	5.5	96.0	90.5	-4.5	207	-2.3%

Bioassay records as filed in PubChem.
